# N370S GC mod: inhibits or activates N370S mutant glucocerebrosidase; P04062; N370S GC spleen homogenate, 4MU-glucoside fluorescence; Potency, µM (series often up to 59.4 µM), for the others: at the highest dose activity change, negative = inhibition, hits mostly inhibitors; 330,000 tested, 0.092% active; AID 2101;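 note: 0% = full enzyme activity and -100% = no enzyme basal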
# FEN1 inhibitor: inhibitors of human flap endonuclease 1; P39748; Recombinant FEN1 flap cleavage, fluorescence, 15 min; Potency, µM (doses to about 114 µM), inactives show top-dose activity change, negative = inhibition, actives largely listed as inhibitors; 390,000 tested, 0.35% active; AID 588795; note: nearly all actives have a fitted effect of over 65% in size
# Target sequence (P39748 whole entry, looked up): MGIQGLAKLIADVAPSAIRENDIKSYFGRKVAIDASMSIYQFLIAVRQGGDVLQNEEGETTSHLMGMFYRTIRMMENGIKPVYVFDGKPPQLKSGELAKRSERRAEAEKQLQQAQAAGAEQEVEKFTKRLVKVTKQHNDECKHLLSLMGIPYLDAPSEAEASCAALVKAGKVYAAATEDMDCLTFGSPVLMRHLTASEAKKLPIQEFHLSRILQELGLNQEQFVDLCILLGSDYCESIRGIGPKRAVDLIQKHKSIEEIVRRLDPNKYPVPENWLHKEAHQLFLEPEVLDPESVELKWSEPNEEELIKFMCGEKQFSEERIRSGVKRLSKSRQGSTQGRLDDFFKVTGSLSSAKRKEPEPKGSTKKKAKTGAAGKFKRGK
#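 FEN1 at 10 nM preincubated with compounds 15 min at room temperature, then flap DNA substrate added at 50 nM final. Signal read at 0 and 15 min; concentration-response fitted with four-parameter Hill equation.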
# TDP1 block: TDP1 (human) enzyme inhibition. 350,000 tested, 0.28% active. Potency, µM (series often up to 130 µM), for inactives: at the top dose activity change, negative = inhibition, actives largely listed as inhibitors. recombinant TDP1, AlphaScreen DNA substrate cleavage. Q9NUW8; note: nearly all actives have a fitted effect of over 40% in size
# Target sequence (Q9NUW8 whole entry, looked up): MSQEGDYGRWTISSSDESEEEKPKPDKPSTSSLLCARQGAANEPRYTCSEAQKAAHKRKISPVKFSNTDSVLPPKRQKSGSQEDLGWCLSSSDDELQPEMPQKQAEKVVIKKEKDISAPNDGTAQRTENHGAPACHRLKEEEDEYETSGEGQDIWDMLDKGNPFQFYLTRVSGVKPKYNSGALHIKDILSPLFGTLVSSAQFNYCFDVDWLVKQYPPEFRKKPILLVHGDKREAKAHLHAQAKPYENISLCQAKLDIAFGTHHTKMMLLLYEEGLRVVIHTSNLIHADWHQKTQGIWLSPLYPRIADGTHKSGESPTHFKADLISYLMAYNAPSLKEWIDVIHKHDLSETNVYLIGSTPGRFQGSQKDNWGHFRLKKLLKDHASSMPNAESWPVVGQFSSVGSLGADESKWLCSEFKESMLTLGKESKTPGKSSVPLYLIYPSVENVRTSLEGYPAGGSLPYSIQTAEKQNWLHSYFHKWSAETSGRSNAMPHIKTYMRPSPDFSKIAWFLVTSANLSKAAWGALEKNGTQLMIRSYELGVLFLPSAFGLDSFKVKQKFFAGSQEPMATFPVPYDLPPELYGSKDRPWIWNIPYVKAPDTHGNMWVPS
#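 Here, a 5' biotin and 3' phosphotyrosine-FITC DNA oligonucleotide reports Tdp1 activity: intact substrate bridges AlphaScreen beads, while cleavage leaves a 3' phosphate and drops signal. All incubations at room temperature.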
# Numbers without * were called inactive; u = inconclusive; x = not tested or not shown; [ ] = another dose, or the depositor's remark. Calls come from the whole dose curve; as a rule, active = well fitted curve in the direction sought with a large enough effect; inconclusive = small, poorly fitted or top-dose-only effect, or another doubt; inactive = no such curve, though single readings can be large; an effect the other way counts as inactive or inconclusive. Unless noted, % is set by controls: 0 for no effect and ±100 for the full control effect; potency is the fitted concentration of half-maximal effect.
N370S GC mod | FEN1 inhibitor | TDP1 block | SMILES
-2% | 2% | x | CCOC(=O)c1sc(NC(=S)NC(=O)c2cccc(OC)c2)nc1C
8% | 15% | 2% | O=c1[nH]cnc2c1N1CCC2CC1
5% | 2% | 1% | Cc1cc(C)nc(NNC(=O)NC2CCCCC2)n1
10% | 3% | -5% | CC1CN(C(=S)SCCN2Cc3ccccc3C2=O)CC(C)O1 (stereo not drawn)
-17% | 3% | 0% | COc1ccccc1CNC(=O)COC(=O)Cc1ccc(F)cc1
14% | x | 8% | COc1ccc2cc(C#N)c(=O)oc2c1
5%[21.6 µM] | x | 10%[21 µM] | NC(N)=NC[C@@H]1COC2(CCCCC2)O1
x | -10% | 3% | COC(=O)c1cnn(-c2ccc(C(=O)Nc3ccc(OC(F)(F)F)cc3)cc2)c1N
x | -8% | 7% | CC1=C(C(=O)Nc2cccc(C(F)(F)F)c2)C2(CCCCCC2)OC1=O
5% | 0% | 4% | CCN(Cc1ccccc1)C(=O)COc1cc(=O)n(CC)c2ccccc12
4% | 10% | -6% | CCOc1cc(/C=C2/C(=O)ON=C2C)ccc1OCc1ccccc1
x | -7% | -1% | Cc1ccc(NC(=O)c2nn(C)c3c2CS(=O)(=O)c2ccccc2-3)c(Cl)c1
-1% | 10% | 3% | CC(=O)c1cc(-c2ccccc2)n(CC(=O)N2CCN(C3CCCC3)CC2)c1C
3% | 2% | 4% | CCC(CC)c1nc(NCCC(=O)O)c2ccccc2n1
1% | -4% | 3% | CC(=O)Nc1sc(N)nc1-c1ccccc1
-1% | 0% | 5% | COc1ccc(/C=C2/CC/C(=C\c3ccc(OC)c(OC)c3OC)C2=O)c(OC)c1OC
3% | 0% | -6% | CC(CNS(=O)(=O)c1cc(Cl)ccc1Cl)CN(C)C (stereo not drawn)
2% | -1% | 5% | CCCc1nnc(NC(=O)c2cc3ccccc3oc2=O)s1
x | -14% | 5% | COc1ccc(Br)c(C(=O)Nc2cc3c(cc2N2CCCCC2)n(C)c(=O)c(=O)n3C)c1
x | -12% | 3% | O=C(Nc1cccc(F)c1)C1CCN(C(=O)c2ccc(Br)cc2)CC1
10% | 8% | 9% | CC(C)N(c1ccccc1)c1ccc(NC(=O)CCl)cc1
0% | -9% | 1% | CCOC(=O)C1CCN(C(=O)c2ccc(OC3CCN(C(=O)CCOC)CC3)cc2)CC1
x | -4% | 1% | CCOc1ccc(NC(=O)CN(C)C(=O)c2c(-c3ccccc3)noc2C)cc1OCC
8% | -3% | 1% | O=C1NC(c2cccc(Br)c2)=N/C1=C\c1ccco1
0% | -5% | 2% | CCOc1ccccc1NC(=O)NC1CCCc2ccccc21 (stereo not drawn)
u | -19% | x | Brc1ccc(CNc2ccc3ncccc3c2)cc1
-6% | -1% | 4% | COc1ccccc1/C=N/NC(=O)CNC(=O)c1ccccc1
u | u | 5% | CCN1CCN(CCNC(=O)c2ccc(/C=C3/Sc4ccccc4N(Cc4cccc(Cl)c4)C3=O)cc2)CC1
x | 8% | 1% | C=CC[C@H](CC(=O)OC(C)(C)C)C(=O)OC[C@H]1CCCN1C(=O)[C@H](CC=C)CC(=O)NCCO
-5% | 11% | x | CCN1CCN(CC(=O)N2N=CCC2c2ccccc2)CC1 (stereo not drawn)
2% | -7% | 5% | COc1ccc(-c2ccc(SCC(=O)Nc3cc(C)on3)nn2)cc1OC
4% | 1% | 2% | CCOc1ccc(N2C(=O)CC(N3CC(C)OC(C)C3)C2=O)cc1 (stereo not drawn)
4% | -8% | 3% | O=C(NC(=S)Nc1ccccc1N1CCCC1)c1ccc(-c2cccc([N+](=O)[O-])c2)o1
7% | -4% | -14% | Cc1ccc(SCC(=O)Nc2ccc(C(=O)Nc3ccc(O)cc3)cc2)cc1
2% | -19% | -1% | O=C(CSc1nnc(CNC(=O)c2cccs2)o1)Nc1cccc(F)c1
-3% | -1% | 2% | Cc1ccc(Sc2cc(NCCCO)c([N+](=O)[O-])c3nonc23)cc1
-9% | 16% | -5% | COc1ccc(/C=N/NC(=O)c2cc(=O)[nH]c3ccccc23)cc1OC
x | -23% | -5% | O=C(Cn1cc(SCc2c(F)cccc2Cl)c2ccccc21)N1CCCC1
-21% | 5% | 0% | O=C(Nc1ccc(-c2cc3ccccc3oc2=O)c(Cl)c1)c1cccnc1
-1% | 2% | 3%[56.1 µM] | O=C(O)COc1ccc(NC(=O)c2ccc3c(c2)C(=O)N(Cc2ccccc2)C3=O)cc1

# A draw from above in order of SMILES length, rising:
N370S GC mod | FEN1 inhibitor | TDP1 block | SMILES
8% | -3% | 1% | O=C1NC(c2cccc(Br)c2)=N/C1=C\c1ccco1
4% | 10% | -6% | CCOc1cc(/C=C2/C(=O)ON=C2C)ccc1OCc1ccccc1
x | -8% | 7% | CC1=C(C(=O)Nc2cccc(C(F)(F)F)c2)C2(CCCCCC2)OC1=O
x | -7% | -1% | Cc1ccc(NC(=O)c2nn(C)c3c2CS(=O)(=O)c2ccccc2-3)c(Cl)c1
0% | -9% | 1% | CCOC(=O)C1CCN(C(=O)c2ccc(OC3CCN(C(=O)CCOC)CC3)cc2)CC1

# More entries
N370S GC mod | FEN1 inhibitor | TDP1 block | SMILES
11% | -2% | 5% | CC(/C=C/c1ccccc1)=N/NC(=O)CCC(=O)Nc1ccccc1C
x | 13% | 5% | CCOC(=O)c1scc(-c2ccc(C)cc2)c1S(=O)(=O)Nc1cc(Cl)ccc1OC
3% | 5% | 7% | O=C(CNC1CCCCC1)Nc1ccc([N+](=O)[O-])cc1C(=O)Nc1ccccc1F
x | 17% | 1% | O=C(CN1CCN(C(=O)CNC(=O)c2ccc(N3CCCC3=O)cc2)CC1)Nc1ccccc1Cl
-6% | 0% | 0% | O=C(CCn1cccn1)Nc1ccc(-c2ccno2)cc1
x | -20% | 5% | CCOc1ccc(S(=O)(=O)Nc2cccc(-c3ccc(OCC)nn3)c2)cc1
10% | -4% | -1% | CCO[C@H]1OC(C(=O)NC2CC2)=C[C@@H](C2CCCCC2)[C@@H]1CCCO
x | -6% | 2%[12.3 µM] | CCOC(=O)c1cccc(NC(=O)COc2ccc3c(C)cc(=O)oc3c2)c1
-1% | 10% | 4% | O=c1[nH]c(C2CCCN(S(=O)(=O)c3ccccc3Cl)C2)nc2c1nnn2Cc1ccc2c(c1)OCCO2 (stereo not drawn)
x | 20% | 1% | CCN(C[C@H]1N[C@@](CC)(C(=O)OC)[C@H]2C(=O)N(C)C(=O)[C@@H]12)S(=O)(=O)c1ccc(C)cc1
-2% | 16% | 4% | O=CN1CCN(C(=S)NC(=O)c2ccc(Cl)cc2)CC1
-9% | -16% | x | NC(N)=N/N=C/c1ccc2cccc(OCc3ccccc3)c2n1
-28% | 5% | 2% | CCCCCCCCC(=O)NC(NC(=S)N1CCOCC1)C(Cl)(Cl)Cl (stereo not drawn)
-2% | -24% | 3% | CCOc1cc(C2C(C(C)=O)=C(O)C(=O)N2CCc2c[nH]c3ccccc23)ccc1O (stereo not drawn)
-2% | 31% | 2% | O=S(=O)(c1ccc(Cl)cc1)N1CCC2(CC1)CO2
12% | 1% | -3% | O=C(CSc1nc2ccccc2c(=O)n1-c1ccc(F)cc1)Nc1cc(S(=O)(=O)N2CCOCC2)ccc1Cl
26% | -4% | -7% | Cc1cc(C)n(C(=O)CNC(=O)CCc2ccccc2)n1
-8% | 15% | 2% | CCCSc1ccccc1C(=O)N1CCN(C(=O)c2ccco2)CC1
1% | -2% | 1% | COc1cc(N(C)C)c([N+](=O)[O-])cc1C(=O)N1CCOCC1
4% | 5% | 1% | Cc1onc(-c2c(Cl)cccc2Cl)c1NC(=O)N1CCSCC1
x | 8% | -19% | CCOC(=O)Nc1ccc2c(COC(=O)C(NS(=O)(=O)c3ccc(Cl)cc3)C(C)O)cc(=O)oc2c1 (stereo not drawn)
-8% | -7% | 1% | CC(=O)Nc1ccc(NC(=O)C2CCCN2S(=O)(=O)c2cccc(C(F)(F)F)c2)cc1 (stereo not drawn)
-5% | 8% | -2% | CC(C)C[C@H](NC(=O)Nc1ccccc1F)C(=O)O
8% | -3% | 4% | COc1ccc(-n2cnc3cc(NS(=O)(=O)c4ccccc4)ccc32)cc1
x | -27% | -2% | COCCCNC(=O)C1CCN(Cc2cc3ccccc3n2Cc2ccccc2C)CC1
4% | -34% | 5% | COc1cc(NS(=O)(=O)c2ccc(N/C=C(\C#N)c3nc4cc(Cl)ccc4o3)cc2)nc(OC)n1
x | -1% | 3% | O=C(Nc1cccc(C(F)(F)F)c1)C1CCN(c2nnc(-n3cccc3)s2)CC1
1% | 1% | -3% | CCc1ccc(CCN2C(=O)c3ccccc3C2=O)nc1
-7% | -8% | 1% | O=C1c2cccnc2C(=O)N1Cc1ccc(S(=O)(=O)NCc2ccco2)cc1
-5% | 5% | 6% | CC(Oc1ccc(Cl)cc1)C(=O)Nc1nccs1 (stereo not drawn)
-12% | -13% | -6% | S=c1nc(-c2ccccc2)[nH]c2ccccc12
7% | 3% | 2% | Cc1nc(-c2ccc(Cl)cc2)sc1C1(C)CC(c2ccc(OC(F)(F)F)cc2)=NO1 (stereo not drawn)
19% | -11% | 0% | Cc1cccc(N2CCN(C(=O)/C=C/c3ccco3)CC2)c1C
u | 1% | x | CC(Oc1cccc(Cl)c1)C(=O)Nc1cc(S(=O)(=O)N2CCCCC2)ccc1N1CCOCC1 (stereo not drawn)
1% | 7% | 0% | CCOC(=O)c1nc(-c2ccc3c(c2)OCO3)[nH]c1C
-14% | -14% | x | CCOC(=O)c1c(-c2ccc(OC)cc2)oc2cc(Br)c(O)cc12
-7% | -14% | 5% | CC(=O)c1sc(N/N=C/c2cccc([N+](=O)[O-])c2)nc1C
x | 0% | 0%[56.1 µM] | CC[C@]12c3[nH]c4cc(CCC(=O)N(C)C)ccc4c3CCN1C(=O)[C@@H](CC(=O)NCc1cccc(C(F)(F)F)c1)C[C@@H]2C(=O)N1CCN(C(=O)c2ccco2)CC1
7%[2.35 µM] | 2% | 6% | O=C(COC(=O)c1cccs1)NCc1ccc2c(c1)OCO2
1% | 4% | 2% | CCOC(=O)C(C)Sc1nc(=O)n2cccc(C)c2n1 (stereo not drawn)

# A stretch of the results above:
N370S GC mod | FEN1 inhibitor | TDP1 block | SMILES
26% | -4% | -7% | Cc1cc(C)n(C(=O)CNC(=O)CCc2ccccc2)n1
-8% | 15% | 2% | CCCSc1ccccc1C(=O)N1CCN(C(=O)c2ccco2)CC1
1% | -2% | 1% | COc1cc(N(C)C)c([N+](=O)[O-])cc1C(=O)N1CCOCC1
4% | 5% | 1% | Cc1onc(-c2c(Cl)cccc2Cl)c1NC(=O)N1CCSCC1
x | 8% | -19% | CCOC(=O)Nc1ccc2c(COC(=O)C(NS(=O)(=O)c3ccc(Cl)cc3)C(C)O)cc(=O)oc2c1 (stereo not drawn)
-8% | -7% | 1% | CC(=O)Nc1ccc(NC(=O)C2CCCN2S(=O)(=O)c2cccc(C(F)(F)F)c2)cc1 (stereo not drawn)

# (list continues)
N370S GC mod | FEN1 inhibitor | TDP1 block | SMILES
3% | 6% | x | Cc1ccc(N2C(=O)N(CC(=O)Nc3ccc(C)cc3Cl)C(=O)C2C)cc1 (stereo not drawn)
5% | 1% | 4% | O=C(CN1CCN(C(=O)c2cccc(F)c2)CC1)Nc1ccccc1F
8% | -12% | 3% | Oc1c(C(Nc2nccs2)c2ccc(C(F)(F)F)cc2)ccc2cccnc12 (stereo not drawn)
-18% | 17% | 6% | CC(=O)Nc1cccc(C(=O)OC(C)C(=O)Nc2ccc(S(=O)(=O)N3CCCC3)cc2)c1 (stereo not drawn)
-3% | -7% | -3% | Cc1cc(C)c(NC(=O)COC(=O)Cc2ccsc2)c(C)c1
3% | 6% | 3% | CCOC(=O)CCS(=O)(=O)c1nc(-c2ccccc2)cc(C(F)(F)F)n1
-6% | -18% | x | CCCCN(CCCNC(=O)C1CCCN(S(=O)(=O)CCC)C1)Cc1ccccc1 (stereo not drawn)
u | 0% | -3%[56.1 µM] | C[C@@H]1C(c2cccc(Cl)c2)=NN(c2ccccc2)[C@H]1C(=O)N1CCOC1=O
-2% | -1% | 2% | COc1ccccc1N(CC(=O)NC(C)(C)C)C(=O)Cn1nnc(-c2ccc(C)o2)n1
18% | 2% | 1% | CCOc1ccc(NC(=O)N2CC=C(n3c(=O)[nH]c4ccccc43)CC2)cc1
-13% | 3% | x | COc1cc(/C=C(\C#N)C(=O)NC(C)C)ccc1OCc1ccc(C(=O)O)cc1

# High-throughput results from PubChem BioAssay.
